DT40 TDP1 CPT: qHTS for Inhibitors of human tyrosyl-DNA phosphodiesterase 1 (TDP1): qHTS in cells in presence of CPT | chicken DT40 Tdp1-/-;hTDP1 cells + 20 nM CPT, ATP luminescence, 48 h | Potency, µM (top dose mostly 46.2 µM), for the others: at the highest dose activity change, negative = growth inhibition, actives largely listed as inhibitors | hit rate 12% among 420,000; further: nearly all actives have a fitted effect of over 55% in size
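Chicken DT40 Tdp1-/- cells complemented with human TDP1, 400 cells/well, exposed to compounds plus 20 nM camptothecin for at least 48 h at 37 C; viability read as ATP content by CellTiter-Glo luminescence.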
FEN1 inh: qHTS Assay for the Inhibitors of Human Flap endonuclease 1 (FEN1). Recombinant FEN1 flap cleavage, fluorescence, 15 min. AID 588795, 2011. hit rate 0.35% among 390,000. P39748. Potency, µM (highest dose often 114 µM), for inactives: top-dose activity change, negative = inhibition, most hits filed as inhibitors; further: nearly all actives have a fitted effect of over 65% in size
Target sequence (P39748 whole entry, looked up): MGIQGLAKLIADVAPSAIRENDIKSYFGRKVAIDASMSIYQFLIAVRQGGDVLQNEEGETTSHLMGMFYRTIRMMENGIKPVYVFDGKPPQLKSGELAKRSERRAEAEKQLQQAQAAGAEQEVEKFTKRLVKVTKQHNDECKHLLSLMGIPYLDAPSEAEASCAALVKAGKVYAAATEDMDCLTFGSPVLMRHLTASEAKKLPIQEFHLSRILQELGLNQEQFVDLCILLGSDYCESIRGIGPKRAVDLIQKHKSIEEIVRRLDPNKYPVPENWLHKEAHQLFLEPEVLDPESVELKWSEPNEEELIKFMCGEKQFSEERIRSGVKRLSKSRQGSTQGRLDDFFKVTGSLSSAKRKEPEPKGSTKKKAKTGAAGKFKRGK
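FEN1 at 10 nM preincubated with compounds 15 min at room temperature, then flap DNA substrate added at 50 nM final. Signal read at 0 and 15 min; concentration-response fitted with four-parameter Hill equation.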
N370S GC: qHTS Assay for Inhibitors and Activators of N370S glucocerebrosidase as a Potential Chaperone Treatment of Gaucher Disease | N370S GC spleen homogenate, 4MU-glucoside fluorescence | Lysosomal acid glucosylceramidase (Homo sapiens), P04062 | AID 2101, 2009 | hit rate 0.092% among 330,000 | Potency, µM (series often up to 59.4 µM), for the others: at the highest dose activity change, negative = inhibition, usual class: inhibitors;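 further: 0% = full enzyme activity and -100% = no enzyme basal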
An asterisk follows results filed as active; ? = inconclusive; . = not tested or not shown; [ ] = remark or other dose. The call rests on the fitted dose curve; in most records, active means well fitted curve in the direction sought with a large enough effect; inconclusive means small, poorly fitted or top-dose-only effect, or another doubt; inactive means no such curve, though single readings can be large; an effect the other way counts as inactive or inconclusive. Unless noted, on the % scale 0 is the no-effect control and ±100 the full control effect; potency means the concentration at half of the fitted maximal effect. An excerpt, so the mix of outcomes need not match the whole.

entry | SMILES | DT40 TDP1 CPT | FEN1 inh | N370S GC
1 | O=C(Cc1cccs1)N1CCCC(c2nc3c(nnn3Cc3ccc(F)cc3)c(=O)[nH]2)C1 (stereo unspecified) | -24.6% | 10.6% | -0.1%[2.35 µM]
2 | COc1cc(C2c3[nH]c4ccccc4c3C[C@H]3C(=O)N(CCO)CC(=O)N23)cc(OC)c1OC (stereo partly specified) | ? | -1.5% | -7.3%
3 | CCOC(=O)c1c(NC(=O)CSc2ncnc3ccccc23)sc(C)c1C | ? | 1.3% | 6.0%
4 | O=C(O)CCC(=O)N1CCN(c2cccc(Cl)c2)CC1 | -1.6% | -9.7% | 1.4%
5 | CCCS(=O)(=O)c1c(S(=O)(=O)CCC)c2cnccn2c1C(=O)c1ccc(CC)cc1 | 3.0% | -14.6% | 5.6%
6 | Cc1cc(-c2c(C(=O)N3CCOCC3)c(C)nn2-c2ccccc2)no1 | -1.0% | -1.5% | 3.6%
7 | COCc1ccc([C@@H]2C[C@H]3CN(Cc4ccccc4C)C(=O)[C@]34CCCN24)o1 | 6.3% | -8.3% | 2.4%
8 | Cc1ccc(NC(=O)CSc2nnc(-c3nnn(-c4ccc(F)cc4)c3C)o2)cc1Br | ? | 1.7% | .
9 | COC(=O)c1ccc(CSc2nc3ccccc3c(=O)n2-c2cccc(OC)c2)o1 | 20.6µM* | 5.9% | 3.3%
10 | CCCCOC(=O)Cn1c(=O)c2c(nc(Br)n2Cc2ccccc2)n(C)c1=O | ? | -19.8% | ?
11 | N#CC1=C(N)Oc2c(sc3ccccc23)C1c1ccco1 (stereo unspecified) | 7.31µM* | -28.6% | 3.1%
12 | CC1CSc2n(-c3cccc(C(F)(F)F)c3)cc(-c3ccccc3)[n+]21 (stereo unspecified) | ? | 1.6% | 0.7%
13 | Cc1nnsc1C(=O)NNc1ccc(Cl)cc1 | -3.9% | -13.7% | -0.7%
14 | CC(C(=O)O)n1c2ccccc2c2cn[nH]c(=O)c21 (stereo unspecified) | ? | -6.6% | -2.8%
15 | Cc1nc(N)sc1-c1csc(NCc2ccccc2)n1 | -25.4% | -6.2% | -9.5%
16 | CC(C)C(NS(=O)(=O)/C=C/c1ccccc1)C(=O)NCc1ccc(F)cc1 (stereo unspecified) | -25.9% | -13.4% | -13.0%
17 | O=C(NCC1CCCO1)c1c[nH]c2ccc(S(=O)(=O)Nc3ccc(F)cc3F)cc2c1=O (stereo unspecified) | -14.9% | 9.9% | .
18 | CCC(=O)Nc1ccc(N/C(N)=N/c2nc(C)cc(C)n2)cc1 | 13µM* | -7.1% | 0.3%
19 | Cc1ccc2[nH]c(=O)c(CN(Cc3cccnc3)Cc3nnnn3CCN3CCOCC3)cc2c1 | ? | -3.6% | 3.7%
20 | O=C(N/N=C/c1ccc(Br)cc1)c1ccc(NC(=O)c2ccccc2)cc1 | 3.9% | -7.0% | .
21 | Cc1ccc(-c2ccc(=O)n(CC(=O)N3CCN(c4cc(Cl)ccc4C)CC3)n2)cc1 | -29.1% | -21.6% | -2.6%
22 | COc1ccccc1N1Cc2ccccc2C1 | 25.9µM* | -4.5% | -7.3%
23 | Cc1ccc(CSc2[nH]c(=O)ncc2C)cc1 | -9.9% | -5.1% | -2.3%
24 | Cc1cc(C)c(C)c(S(=O)(=O)NCC(=O)NCc2ccco2)c1C | 5.7% | -6.9% | -7.8%
25 | CC(C)c1ccc(S(=O)(=O)N2CCN(C(=O)CCNC(=O)Nc3ccccc3)CC2)cc1 | -13.1% | 7.4% | .

3 of the compounds above, with two lines to a compound.
Values in the order – DT40 TDP1 CPT | FEN1 inh | N370S GC
23	Cc1ccc(CSc2[nH]c(=O)ncc2C)cc1
  -9.9% | -5.1% | -2.3%
24	Cc1cc(C)c(C)c(S(=O)(=O)NCC(=O)NCc2ccco2)c1C
  5.7% | -6.9% | -7.8%
25	CC(C)c1ccc(S(=O)(=O)N2CCN(C(=O)CCNC(=O)Nc3ccccc3)CC2)cc1
  -13.1% | 7.4% | .

(list continues)
entry | SMILES | DT40 TDP1 CPT | FEN1 inh | N370S GC
26 | O=C(NCC1CCCN(C(=O)c2cscn2)C1)c1ccc(-c2ccccc2)cc1 (stereo unspecified) | -29.4% | -11.1% | 2.3%
27 | CCN(CC)C(=O)c1c([N+](=O)[O-])c(C(C)(C)C)nn1C | 10.0% | 2.6% | 5.4%
28 | Cc1ccccc1-c1nc2cc(NC(=O)Cc3ccc(Cl)cc3)ccc2o1 | ? | -9.5% | .
29 | COc1cc(OC)cc(C(=O)NNC(=O)c2ccccn2)c1 | 2.91µM* | -1.8% | 0.8%
30 | COCCNC(=S)N/N=C/c1ccc(OCc2ccc(C(=O)OC)cc2)cc1 | 7.4% | -0.4% | -0.6%
31 | CCOc1ccccc1NC(=O)Nc1ccon1 | -7.7% | 16.8% | 5.3%
32 | COc1ccc(-c2cc3c(=O)n(CC(=O)NCc4ccccc4F)ncn3n2)cc1 | -4.2% | -4.6% | -0.3%
33 | CCOC(=O)C1=C(C)NC2=C(C(=O)c3ccccc32)C1c1cccc2ccccc12 (stereo unspecified) | ? | 4.1% | 4.8%
34 | COc1cccc(CNC(=O)CCCC(=O)NC(C)CCc2ccccc2)c1 (stereo unspecified) | -7.9% | 5.8% | -10.4%
35 | COc1ccccc1N1CCN(C(=O)C(NS(=O)(=O)c2cccs2)c2ccccc2)CC1 (stereo unspecified) | ? | -13.4% | 8.5%
36 | O=C(CCNC(=O)N1CC(=O)Nc2ccccc21)Nc1ccc(F)c(Cl)c1 | -2.5% | -6.1% | -25.3%
37 | O=C(O)COc1ccc2nsnc2c1Cl | -1.4% | 5.4% | 5.7%
38 | Cc1csc(NC(=O)CCC(=O)N(CC(=O)NC2CCCC2)Cc2ccco2)n1 | -20.8% | -9.3% | -10.2%
39 | Clc1ccc(C2=NN=C3COc4ccccc4N3C2)cc1 | ? | -15.8% | 2.9%
40 | Cc1ccc(C)c(CSc2nnc(C)n3c2cc2sccc23)c1 | ? | ? | .
41 | O=C(CCCn1c(SCc2cccc([N+](=O)[O-])c2)nc2ccccc2c1=O)NCC1CCCO1 (stereo unspecified) | ? | -7.7% | 3.1%
42 | CCN(CC(=O)NCc1ccc(Cl)cc1)C(=O)/C=C/c1ccccc1 | -0.3% | -1.5% | 0.5%
43 | O=C(CSCC(=O)Nc1ccccc1)N/N=C/c1c(O)ccc2ccccc12 | 4.47µM* | -8.9% | -22.9%
44 | O=C(CCCc1c[nH]c2ccccc12)N1CCN(c2ccc(N3CCOCC3)nn2)CC1 | ? | 14.3% | -3.7%
45 | CCOC(=O)c1c(=O)n(O)c2ccc(C)cc2[n+]1[O-] | 4.5% | -9.0% | 0.8%
46 | O=C(COC(=O)COc1ccc(Br)cc1)NCc1ccc2c(c1)OCO2 | 4.3% | -2.0% | .
47 | S=C(N/N=C/c1cccs1)NC1CC2CCC1C2 (stereo unspecified) | -27.5% | 10.3% | ?
48 | Cc1cccc(COc2ccc(S(=O)(=O)N3CCOCC3)cc2[N+](=O)[O-])c1 | -6.1% | -4.5% | -22.6%
49 | C=CCOc1ccc(/C=C/C(=O)OCC(=O)Nc2c(C)n(C)n(-c3ccccc3)c2=O)cc1 | -11.2% | 3.0% | -16.6%
50 | O=C(c1cccc(C(=O)N2CCc3ccccc32)n1)N1CCc2ccccc21 | -6.1% | 0.6% | ?
51 | CCNC(=O)NC(=O)C(C)OC(=O)C1CCN(S(=O)(=O)c2ccc(C)c(C)c2)CC1 (stereo unspecified) | -10.8% | 3.4% | 21.9%
52 | COc1ccc(C(=O)Nc2ccccc2-c2nnn(CC(=O)NCc3ccco3)n2)cc1 | -23.0% | -4.9% | -0.7%[2.35 µM]
53 | CC(=O)Nc1cc(C(=O)N2CCc3ccccc3C2)ccc1Sc1ccc(C)cc1 | ? | -4.5% | 3.9%
54 | O=C1C(c2ccccc2)C(c2ccccc2)NC(c2ccccc2)C1c1ccccc1 (stereo unspecified) | ? | -20.3% | 5.8%
55 | CCOC(=O)C/C(C)=N/NC(=O)CN(c1ccc(Br)cc1)S(=O)(=O)c1ccccc1 | 9.3% | -9.8% | 3.6%
56 | COc1ccc(/C=N/NC(=O)C[n+]2ccccc2)c(OC)c1OC | 7.2% | 4.9% | 17.9%
57 | COc1ccc(-c2ccc(SCC(=O)NCc3ccco3)nn2)cc1OC | -23.0% | -18.6% | 6.1%
58 | NS(=O)(=O)c1ccc(CCNC(=O)C2CCN(S(=O)(=O)c3cnc[nH]3)CC2)cc1 | -5.7% | -2.7% | 1.9%
59 | Cc1nc2cc(NC(=O)c3ccc(S(=O)(=O)N(C)c4ccccc4)cc3)ccc2o1 | ? | -14.9% | -1.1%
60 | Cc1nonc1NC(=O)c1oc2ccccc2c1C | -11.0% | 6.5% | -8.2%
61 | Cc1nn(C)c(C)c1C1C(C#N)=C(N)Oc2n[nH]c(C)c21 (stereo unspecified) | 7.3% | 0.1% | 2.9%
62 | COc1ccc(CNCCC(c2ccc(OC(C)C)cc2)c2ccccc2OC)cc1OC (stereo unspecified) | 8.2µM* | -11.9% | -28.8%
63 | Cc1ccc(S(=O)(=O)/C(C#N)=C/c2c(N3CCN(Cc4ccccc4)CC3)nc3ccccn3c2=O)cc1 | -25.0% | 2.4% | -3.1%
64 | Cc1ccc(S(=O)(=O)N2CCOCC2)cc1C(=O)N1CCN(S(=O)(=O)c2cccc(F)c2)CC1 | -15.7% | 43.9%[activator] | .
65 | CCOC(=O)c1c(NC(=O)COC(=O)CCOc2ccc(C)cc2)sc(C(=O)N(C)C)c1C | 1.7% | -10.9% | ?
66 | COc1ccc(NC(=O)COC(=O)C2CCN(S(=O)(=O)c3cccs3)CC2)cc1 | -5.5% | 10.5% | -6.3%
67 | COc1ccccc1C(=O)Nc1ccc(OCc2cc(=O)n3ccsc3n2)cc1 | -21.9% | -3.6% | .
68 | COc1ccccc1N1C(=O)CC(Sc2nc(C)cc(C)n2)C1=O (stereo unspecified) | -6.2% | -8.0% | 2.9%
69 | O=C(CSc1ccc(-c2ccc(Br)cc2)nn1)NC1CCCC1 | -3.1% | 1.6% | -5.3%
70 | CCOC(=O)c1[nH]c(C)c(CCC(=O)N2CCN(c3cc(Cl)ccc3C)CC2)c1C | ? | ? | .
71 | CCN1CCN(Cc2ccc(NC(=O)Nc3ccccc3Cl)cc2)CC1 | ? | -8.2% | 8.0%
72 | c1ccc(N=Nc2ccc3cccccc2-3)cc1 | -26.5% | 3.7% | .
73 | O=C(COC(=O)c1ccccc1)Nc1cccc(S(=O)(=O)N2CCOCC2)c1 | -17.4% | -4.5% | -3.0%
74 | COc1cccc(C2c3cc4c(cc3OC(NNC(N)=O)C2C)OCO4)c1O (stereo unspecified) | 4.61µM* | -5.5% | .
75 | O=S(=O)(NCC1OCCc2ccccc21)c1ccc(S(=O)(=O)N2CCOCC2)cc1 (stereo unspecified) | -24.9% | 1.0% | 0.7%

Further compounds follow.
entry | SMILES | DT40 TDP1 CPT | FEN1 inh | N370S GC
76 | COc1ccc(NS(=O)(=O)c2ccc3c(c2)CC(C)N3C(=O)C2CCC2)cc1OC (stereo unspecified) | 1.03µM* | 5.6% | .
77 | CCOc1ccccc1NC(=O)CCNS(=O)(=O)c1ccc2[nH]c(=O)oc2c1 | -6.4% | 6.4% | 2.4%
78 | Cc1cc(C)nc(NS(=O)(=O)c2ccc(NC(=O)CSc3nc4ccccc4[nH]3)cc2)n1 | -10.6% | 1.5% | 7.0%
79 | O=C(O)C1CCCCC1C(=O)Nc1ccc(Cl)cc1 (stereo unspecified) | -8.7% | -4.9% | 3.1%
80 | Cc1ccc(S(=O)(=O)N2CCN(c3nc(-n4cccn4)nc4ccccc34)CC2)cc1 | ? | ? | .
81 | COc1ccc(-n2c(/C=C3\C(=O)N(C)c4ccccc43)nc3ccccc3c2=O)cc1 | -1.1% | -2.3% | 4.2%
82 | CN(Cc1cnn(C)c1)C(=O)C1CCC(=O)N(Cc2cccc(C(F)(F)F)c2)C1 (stereo unspecified) | 3.1% | -0.9% | 2.8%
83 | O=C(Cn1nc(-c2ccco2)ccc1=O)Nc1ccc(Cl)c(Cl)c1 | -10.8% | 1.6% | 10.3%
84 | C=CCN(c1ccc(C(=O)Nc2ccc3c(c2)n(C)c(=O)n3C)cc1)S(C)(=O)=O | ? | -3.7% | -3.3%
85 | CC1=C(C(=O)OCc2ccc(C)cc2)C(c2c(Cl)cccc2Cl)CC(=O)N1 (stereo unspecified) | -45.1% | -0.5% | .
86 | COc1ccc(NC(=O)NC2CCCCC2C)cc1 (stereo unspecified) | -15.7% | 19.4% | 21.5%

Part of the list above, with two lines to a compound.
Second line of a record – DT40 TDP1 CPT	FEN1 inh	N370S GC
(83) O=C(Cn1nc(-c2ccco2)ccc1=O)Nc1ccc(Cl)c(Cl)c1
    -10.8%	1.6%	10.3%
(84) C=CCN(c1ccc(C(=O)Nc2ccc3c(c2)n(C)c(=O)n3C)cc1)S(C)(=O)=O
    ?	-3.7%	-3.3%

Assay outcomes: PubChem BioAssay, National Center for Advancing Translational Sciences (NCATS)
